# HT1080 IDH1KD tx: HT-1080 IDH1 knockdown cell toxicity (counter line) | Potency, µM (top dose mostly 46.1 µM), for the others: at the top dose activity, negative = toxicity, most hits filed as cytotoxic | HT-1080 IDH1 knockdown viability, ATP luminescence, 48 h | actives 2% (n = 360,000);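 note: potency is the fitted concentration of half-maximal effect; 0% = DMSO wells and -100% = cell-free medium wells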
#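 HT-1080-IDH1KD cells (IDH1 knocked down), 750/well in RPMI with 5% FBS, treated with compound 48 h at 37 degrees C. Viability by CellTiter-Glo luminescence, normalised to DMSO and no-cell wells; concentration-response curves classed.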
# SW480 rereplic: inducers of DNA re-replication in SW480 colon cancer cells | SW480 DNA re-replication, Hoechst DNA content imaging, 48 h | actives 1.8% (n = 340,000) | Potency, µM (series often up to 46.1 µM), for the others: top-dose re-replication activation, hits mostly activators; note: potency is the fitted concentration of half-maximal effect; % of control where 0% means no effect; nearly all actives have a fitted effect of over 55% in size
#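 Cells (250 per well) received 23 nL compound or DMSO by pin tool and were kept 48 hr at 37 C, 5% CO2. Nuclei were then stained with Hoechst for 40 min and scanned for DNA content.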
# D3 ag: D3 dopamine receptor (human) agonism | P35462 | AID 652048 | max activation, % | D3R DiscoveRx beta-arrestin cells, luminescence, 90 min | actives 0.58% (n = 410,000); in the data active = max activation above about 30%; note: 0% is about no effect; mostly tested at two doses, the higher about 12 µM
# Target sequence (P35462 whole entry, looked up): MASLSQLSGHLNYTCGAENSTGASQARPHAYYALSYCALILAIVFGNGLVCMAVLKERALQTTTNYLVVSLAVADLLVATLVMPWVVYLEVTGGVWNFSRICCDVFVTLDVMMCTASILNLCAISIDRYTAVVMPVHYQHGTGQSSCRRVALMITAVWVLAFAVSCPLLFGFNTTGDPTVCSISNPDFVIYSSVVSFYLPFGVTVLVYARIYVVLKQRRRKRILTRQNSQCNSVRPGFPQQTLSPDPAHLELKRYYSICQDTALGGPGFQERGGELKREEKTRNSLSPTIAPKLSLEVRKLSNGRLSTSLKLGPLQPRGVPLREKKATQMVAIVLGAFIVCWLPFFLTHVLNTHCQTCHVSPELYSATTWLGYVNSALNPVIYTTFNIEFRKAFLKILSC
#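 Agonist-mode cell screen: cells plated at 1500/well and incubated overnight at 37 °C, then exposed to library compounds for 90 min at 37 °C. Detection reagent was added for 30–60 min at room temperature, and luminescence was read.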
# KB-3-1 cytotox: kills parental KB-3-1 adenocarcinoma cells | actives 1.4% (n = 400,000) | KB-3-1 viability, CellTiter-Glo ATP luminescence, 72 h | AID 1347075 | Potency, µM (top dose mostly 46.1 µM), inactives show top-dose activity change, negative = cytotoxic, most hits filed as cytotoxic; note: potency is the fitted concentration of half-maximal effect; % is set by controls: 0 for no effect and ±100 for the full control effect; nearly all actives have a fitted effect of over 60% in size
#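 Multi-concentration cytotoxicity screen in KB-3-1 cells grown in DMEM lacking phenol red with 10% FBS. After 72 h at 37 °C with compound, ATP-dependent luminescence was recorded.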
# HT1080NT lethal: kills 2HG-producing HT-1080-NT fibrosarcoma cells; HT-1080-NT fibrosarcoma viability, CellTiter-Glo ATP luminescence, 48 h; Potency, µM (titrated, usually from 46.1 µM), inactives show at the highest dose activity, negative = less viability, usual class: cytotoxic; actives 1.6% (n = 360,000);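 note: NT is the 2HG producing partner of a matched IDH1 knockdown line; potency is the fitted concentration of half-maximal effect; 0% = DMSO-treated cells and -100% = media-only wells without cells; nearly all actives have a fitted effect of over 55% in size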
#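 Luminescent CellTiter-Glo readout after 48 hours of compound exposure at 37 degrees C defined viability of HT-1080-NT cells. Activity was normalized to DMSO wells and cell-free media wells; concentration-response curves were fitted and assigned curve classes.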
# KB-V1 cytotox: kills drug-selected multidrug resistant KB-V1 cells; actives 3.4% (n = 400,000); AID 1347076; KB-V1 MDR cells viability, CellTiter-Glo, 72 h; Potency, µM (top dose mostly 46.1 µM), without a hit: top-dose activity change, negative = cytotoxicity, usual class: cytotoxic; note: potency is the fitted concentration of half-maximal effect; % is set by controls: 0 for no effect and ±100 for the full control effect; nearly all actives have a fitted effect of over 60% in size
#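 KB-V1 MDR subline cells in DMEM (phenol-red free, 10% FBS) exposed to compounds in qHTS concentration series for 72 h at 37 degrees C. Viability read by CellTiter-Glo luminescence; concentration-effect curves fitted after normalization and correction.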
# IL1B secr inh: blocks inflammasome-driven IL-1 beta release | actives 4.7% (n = 360,000) | AID 743279 | activity change, % at 57.5 µM | THP-1 LPS/ATP IL-1B secretion, AlphaLISA, 16 h; hits give low values; in the data active = activity change below about -50%; inconclusive = mostly about -30% to -49%; note: % is set by controls: 0 for no effect and ±100 for the full control effect
#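 THP-1 cells pretreated 1 hr with compounds (up to 57.5 uM final), then stimulated with LPS (250 ng/mL final) plus ATP (1.25 mM final); secreted IL-1B measured by AlphaLISA after 16 hr, decreased signal indicating inhibition.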
# D3 antag: D3 dopamine receptor (human) antagonism; AID 652054; D3R cells, DiscoveRx beta-arrestin luminescence, antagonist mode; hits give low values; max response, negative = inhibition, %; P35462; actives 2.5% (n = 360,000); in the data active = max response below about -50%; inconclusive = no clear call, values can overlap the other calls; note: % is set by controls: 0 for no effect and ±100 for the full control effect; mostly tested at two doses, the higher about 12 µM
#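 Cells expressing the human receptor were seeded at 1500 cells/well, incubated overnight at 37 degrees C in 5% CO2, then exposed to library compounds with dopamine controls for 90 minutes at 37 degrees C before luminescent detection.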
# GLP1R ag: agonists of human GLP-1 receptor; HEK293 GLP-1R CRE-luciferase, luminescence, 4-6 h; cells express a hypersensitive GLP-1R form; Potency, µM (doses to about 45.6 µM), for inactives: at the top dose activation, hits mostly activators; actives 0.007% (n = 380,000); AID 624172; note: potency is the fitted concentration of half-maximal effect; % of control where 0% means no effect
# Target sequence (P43220 whole entry, looked up): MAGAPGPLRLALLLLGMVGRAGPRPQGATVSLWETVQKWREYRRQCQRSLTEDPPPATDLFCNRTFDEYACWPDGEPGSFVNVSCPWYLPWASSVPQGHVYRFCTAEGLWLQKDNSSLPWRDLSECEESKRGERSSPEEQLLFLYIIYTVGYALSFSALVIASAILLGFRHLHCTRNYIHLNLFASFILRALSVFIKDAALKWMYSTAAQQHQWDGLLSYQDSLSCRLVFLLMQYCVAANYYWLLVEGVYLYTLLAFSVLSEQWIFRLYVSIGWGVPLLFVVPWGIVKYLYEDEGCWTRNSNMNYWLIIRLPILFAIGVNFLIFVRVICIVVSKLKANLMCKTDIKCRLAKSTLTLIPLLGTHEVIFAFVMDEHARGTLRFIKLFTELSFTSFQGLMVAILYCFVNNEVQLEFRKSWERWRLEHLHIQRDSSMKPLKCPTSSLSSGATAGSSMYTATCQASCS
# * hit, by the source's call; ? = inconclusive; nt = no result given; [ ] = another dose, or the depositor's remark. Unless noted, calls come from the whole dose curve; as a rule, active = well fitted curve in the direction sought with a large enough effect; inconclusive = small, poorly fitted or top-dose-only effect, or another doubt; inactive = no such curve, though single readings can be large; an effect the other way counts as inactive or inconclusive. Compounds as they come; about 12% have a hit in one of these screens.
SMILES,HT1080 IDH1KD tx,SW480 rereplic,D3 ag,KB-3-1 cytotox,HT1080NT lethal,KB-V1 cytotox,IL1B secr inh,D3 antag,GLP1R ag
CCCc1cc2c(-c3ccccc3)cc(=O)oc2cc1OCc1ccc(C(=O)O)o1,-25%,-2%,-7,13%,-7%,16%,14,0,-1%
CCCn1nc(NC(=O)c2cccs2)c2cc3ccccc3nc21,3%,15µM*,0,0%,-1%,?,-2,26,12%
CCn1c(CSc2nc3ccccc3[nH]2)n[nH]c1=S,10%,-16%,-25,15%,19%,1%,11,-12,-13%
COc1cc(CN2CCC(C(=O)N3CCN(c4ccccc4F)CC3)CC2)ccc1O,3%,-1%,17,-2%,3%,1%,11,-13,2%
CC(C)CNC(=O)COc1ccc2c3c(c(=O)oc2c1)CCC3,-3%,-2%,0,2%,3%,-25%,?,9,5%
Cc1ccc(S(=O)(=O)N2CCCCC2)cc1NC(=O)COC(=O)C1CC1,0%,nt,4,0%,-2%,-8%,30,8,-4%
CCC(N)C12CC3CC(CC(O)(C3)C1)C2 (stereo not drawn),11%,-4%,2,25%,15%,29%,18,-4,-16%
CCCc1ccc(-c2csc(NC(=O)C3=COCCO3)n2)cc1,-20%,-5%,4,?,-3%,?,26,20,2%
COc1cc(C(=O)NCC(=O)OCn2nnc3ccccc3c2=O)cc(OC)c1OC,-3%,-83%[inhibitor],1,-1%,0%,-4%,4,5,3%
CCOC(=O)c1ccc2c(c1)sc(=NC(=O)c1ccco1)n2CCOC,2%,-3%,2,8%,6%,0%,-6,9,3%
Cc1cc(N)ccc1NC(=O)CN1CCCC1,6%,-12%,-4,8%,17%,-1%,16,4,0%
COC(=O)C1CCN(c2c([N+](=O)[O-])cc(C(F)(F)F)cc2[N+](=O)[O-])CC1,13%,-7%,2,1%,10%,0%,0,16,-3%
O=C(c1cccc(N2CCNC2=O)c1)N1CCCC(Nc2cccc(F)c2)C1 (stereo not drawn),-1%,-3%,3,1%,0%,-1%,0,1,8%
CC(=O)N1CCc2ccc(S(=O)(=O)Nc3ccccc3Cl)cc21,-3%,-5%,-5,-2%,-1%,-20%,17,-7,8%
O=C1CCCC2=C1C(c1ccc(O)c(Br)c1)C1=C(CCCC1=O)N2c1ccccc1,-5%,-1%,10,-15%,-2%,0%,-8,-2,24%
CN(C)c1ccc(/C=N\NC(=O)CC#N)cc1,-3%,0%,-8,-15%,-4%,-6%,27,-13,16%
CC(=O)Nc1c(-c2ccc(Cl)cc2)c(=O)c2ccccc2n1C,6%,-3%,9,-7%,-2%,0%,44,9,0%
Cc1cc(C)nc(Nc2ccc(Cl)cc2C)n1,4%,-7%,0,1%,7%,12%,15,-3,3%
CC1=C(C(=O)N2CCCCC2)C(c2cccc(Cl)c2)n2c(nc3ccccc32)N1 (stereo not drawn),nt,nt,-9,15%,nt,4%,nt,nt,-5%
CCOC(=O)C1(Cc2cccc(Cl)c2)CCCN(C(=O)c2ccoc2C)C1 (stereo not drawn),-7%,16µM*,-4,0%,-2%,-4%,-101*,-23,3%
CC(=O)c1ccc(Nc2cc(C)nc3c(C)cc(C)cc23)cc1,8.2µM*,2.6µM*,-8,?,9.2µM*,?,-95*,3,16%
Cc1ccc(S(=O)(=O)N2[C@H](CC(=O)c3cccc4ccccc34)OC[C@@H]2C)cc1,-29%,nt,-7,-9%,?,?,-3,-27,nt
O=C(CN1C2CCCC1CC(NC(=O)C1CCCCC1)C2)Nc1ccccc1 (stereo not drawn),0%,-2%,-8,1%,-16%,-2%,17,2,12%
CCc1ccc(-n2nc3cc(C)c(N)cc3n2)cc1,-2%,?,-3,-10%,-3%,-13%,18,-17,-6%
N#C/C(=C\c1cccnc1)C(=O)Nc1cccc2ccccc12,21µM*,?,-6,0%,?,-21%,?,-19,4%
# Continued.
SMILES,HT1080 IDH1KD tx,SW480 rereplic,D3 ag,KB-3-1 cytotox,HT1080NT lethal,KB-V1 cytotox,IL1B secr inh,D3 antag,GLP1R ag
CC1(C)Cc2c(c(-c3ccco3)[nH]c(=O)c2C#N)CO1,6%,1%,1,19%,-1%,24%,1,15,-3%
CCn1c(=O)cc(OCC(=O)NCc2ccco2)c2ccccc21,-16%,-3%,-9,-1%,8%,?,25,4,-2%
CC(=O)c1ccccc1C(=O)NCc1cccnc1,20%,-4%,-3,6%,14%,18%,9,6,-1%
O=S(=O)(c1cccc(-c2n[nH]c(=S)n2-c2cccc(C(F)(F)F)c2)c1)N1CCOCC1,0%,-5%,-1,12%,-7%,19%,37,-11,-5%
CSc1cccc(NC(=O)CN(C)S(=O)(=O)c2cnc[nH]2)c1,1%,?,1,-1%,-4%,15%,27,-2,0%
Cc1cn([C@H]2C[C@H](O)[C@@H](/C=C/C(=O)NCCc3cccnc3)O2)c(=O)[nH]c1=O,12%,nt,59*,0%,12%,-5%,10,-23,-5%
Cc1cc(C)cc(NC(=O)NCC(O)COc2ccc([N+](=O)[O-])cc2)c1 (stereo not drawn),1%,-16%,-10,-1%,10%,-21%,-29,-13,12%
CCOC(=O)c1[nH]c2ccc(F)cc2c1NC(=O)CCN1CCOCC1,11%,-229%[inhibitor],3,0%,10%,-10%,7,-10,3%
CCc1nnc(NC(=O)CSc2nnc(C3CCCCC3)n2-c2ccccc2)s1,-14%,-13%,0,0%,-2%,-7%,-15,-18,-2%
CC(C)(C)c1ccc(N2C(=N)SCC2=O)cc1,-3%,?,-4,-12%,-2%,-10%,7,21,0%
Cc1cccc(C(=O)NC2CCN(S(=O)(=O)c3cccc(F)c3)CC2)c1,-1%,-4%,2,11%,0%,-10%,-7,-2,-1%
Cn1c(CNC(=O)CNC(=O)Cc2ccc(F)cc2)cc(=O)n(C)c1=O,7%,-2%,3,0%,2%,14%,21,4,0%
CC(C)C[C@H]1CN=C(Nc2ccccc2)N1CC(C)C,-2%,0%[9.22 µM],11,-10%,-1%,7%,22,0,3%
COc1ccc2c(c1O)-c1ccccc1CCN(C)C2,-1%,-34%[inhibitor],-1,0%,-3%,0%,-7,1,-4%
COc1ccc(NC(=O)NC23CC4(C)CC(C)(CC(C)(C4)C2)C3)cc1,?,17%,15,?,-17%,?,?,17,-15%
O=C(Nc1ccc(N2CCOCC2)cc1)c1cc2ccccc2o1,-9%,1%,6,5%,-13%,-2%,-11,-26,-4%
Cc1c(Cl)cccc1NC(=S)/C(=C(\[O-])c1ccc(Cl)s1)[n+]1ccccc1,-11%,14%,-6,6%,-18%,-19%,-70*,-20,-4%
CCn1c(-c2cccnc2Cl)nc2cc(C)c(C)cc21,14%,-6%,-3,15%,8%,-3%,32,-12,11%
CCOC(=O)c1c(N2C(=O)C3CC(C)=C(C)CC3C2=O)sc(C)c1C (stereo not drawn),2%,0%,3,8%,-2%,-7%,4,12,2%
CS(=O)(=O)N1CCN(c2ccc([N+](=O)[O-])c3cccnc23)CC1,-4%,0%,-5,8%,2%,4%,-15,0,0%
C[C@@H]1CN([C@H](C)CO)C(=O)c2cc(NC(=O)C3CCCCC3)ccc2O[C@@H]1CN(C)Cc1ccncc1,0%,9%[9.22 µM],-34,-14%,3%,-5%,-22,-16,-2%
CC(C)CCNC(=O)C1CC2Cn3c(nc4cc(Cl)c(Cl)cc43)C2N1C (stereo not drawn),-1%,-16%[9.22 µM],1,1%,-1%,-13%,-21,-1,10%
CCOc1ccc(C(C)NC(=S)NC2CCCCC2)cc1 (stereo not drawn),-27%,?,1,-3%,?,-19%,-9,-14,-5%
CCN1CCN(CCCNc2ncnc3nc[nH]c23)CC1,2%,-7%,-1,8%,0%,-15%,19,5,5%
COc1cc2[nH]c(=O)n(Cc3ccc(C(=O)NCCCN4CCC(C)CC4)cc3)c(=O)c2cc1OC,3%,0%,-1,1%,5%,1%,43,-10,12%

# Record cards (already shown). Values in the order: HT1080 IDH1KD tx, SW480 rereplic, D3 ag, KB-3-1 cytotox, HT1080NT lethal, KB-V1 cytotox, IL1B secr inh, D3 antag, GLP1R ag
# CC(=O)c1ccccc1C(=O)NCc1cccnc1 in the list: 20%, -4%, -3, 6%, 14%, 18%, 9, 6, -1%
# CC(C)(C)c1ccc(N2C(=N)SCC2=O)cc1 in the list: -3%, ?, -4, -12%, -2%, -10%, 7, 21, 0%

# (continued)
SMILES,HT1080 IDH1KD tx,SW480 rereplic,D3 ag,KB-3-1 cytotox,HT1080NT lethal,KB-V1 cytotox,IL1B secr inh,D3 antag,GLP1R ag
O=C(c1c[nH]c2ccc(F)cc2c1=O)N1CCCCCC1,7%,0%,5,3%,15%,-1%,-7,-17,-3%
CC(/C=N/NC(=O)c1cc(-c2ccc(Cl)cc2)nc2ccccc12)=C\c1ccco1,0.82µM*,5.2µM*,-6,1µM*,?,0.92µM*,3,0,5%
Cc1ccc(NC(=O)[C@H](Cc2ccccc2)NC(=O)C2CCNCC2)cc1,-1%,-3%,-6,2%,0%,29%,17,1,4%
CCOc1ccccc1N1CCN(C(=O)c2c(CC)noc2C)CC1,0%,-4%,7,3%,11%,-1%,12,5,-1%
O=C(NC1C2CC3CC(C2)CC1C3)C1CCCCC1 (stereo not drawn),7%,5%,4,-5%,12%,25%,25,9,-6%
COC(=O)c1nc2cc3c(cc2c(C)c1C(=O)OC)OCO3,2%,-5%,-4,-1%,0%,3%,21,1,0%
CC(C)(C)C(=O)Nc1ccc(NC(=O)C(C)(C)C)cc1,?,-11%,-5,0%,5%,12%,0,-15,-3%
CN(C)CCN(C(=O)/C=C/c1cccs1)c1nc2c(F)cc(F)cc2s1,-100%,?,-35,?,?,0%,-97*,0,11%
COc1ccc(NC(=S)Nc2cccc(C)n2)cc1,5%,6%,-8,-11%,-1%,-5%,-12,?,10%
Cc1ccccc1N1CCN(CCN2C(=O)CC(=C3c4ccccc4-c4ccccc43)C2=O)CC1,4%,5%,-5,-2%,-1%,?,0,-65*,-2%
Cc1ccc(S(=O)(=O)N2[C@@H](CO)CO[C@H]2CC(=O)c2cccc3ccccc23)cc1,1%,nt,4,14%,-1%,-2%,-21,6,nt

# Bioassay records as filed in PubChem.
